Screening results deposited in PubChem BioAssay by National Center for Advancing Translational Sciences (NCATS).
NIH3T3 tox – kills NIH 3T3 cells. Potency, µM (series often up to 96.7 µM), without a hit: top-dose activity change, negative = cytotoxicity, most hits filed as inhibitors. 94,000 tested, 4.3% active. NIH 3T3 viability, CellTiter-Glo ATP luminescence, 48-72 h. AID 1345082; note: potency is the fitted concentration of half-maximal effect; nearly all actives have a fitted effect of over 55% in size
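Luminescent ATP readout (CellTiter-Glo, 10 min RT) after 48 or 72 hr compound exposure of NIH 3T3 cells seeded at 400 cells/well in 1536-well format; quantitative HTS.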
Luciferase inh – inhibitors of firefly (Photinus pyralis) luciferase; P08659; purified P. pyralis luciferase, luminescence, biochemical; Potency, µM (highest dose often 115 µM), for inactives: top-dose activity change, negative = inhibition, hits mostly inhibitors; 76,000 tested, 2.5% active; AID 1347043; note: potency is the fitted concentration of half-maximal effect; nearly all actives have a fitted effect of over 65% in size
Target sequence (P08659 whole entry, looked up): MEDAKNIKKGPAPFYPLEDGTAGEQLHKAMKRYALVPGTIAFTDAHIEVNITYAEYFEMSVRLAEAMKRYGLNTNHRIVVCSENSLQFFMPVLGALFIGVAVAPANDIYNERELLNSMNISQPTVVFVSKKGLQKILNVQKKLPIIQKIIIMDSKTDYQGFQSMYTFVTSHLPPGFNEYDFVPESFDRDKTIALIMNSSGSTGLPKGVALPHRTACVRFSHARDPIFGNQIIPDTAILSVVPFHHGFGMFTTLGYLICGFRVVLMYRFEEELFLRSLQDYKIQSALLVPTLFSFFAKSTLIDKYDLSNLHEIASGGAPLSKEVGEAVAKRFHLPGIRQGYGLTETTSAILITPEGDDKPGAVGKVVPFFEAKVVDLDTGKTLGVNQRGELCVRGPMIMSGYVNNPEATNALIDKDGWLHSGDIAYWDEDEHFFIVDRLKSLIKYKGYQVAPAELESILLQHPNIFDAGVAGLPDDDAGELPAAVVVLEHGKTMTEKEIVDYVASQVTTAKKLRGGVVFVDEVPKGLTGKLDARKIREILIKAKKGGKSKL
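Cell-free enzyme assay, 10nM P. pyralis luciferase, luciferin and ATP each at 10uM. Inhibition profiled over a 6-point titration, read as luminescence.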
GPT2 inh – GPT2 alanine aminotransferase inhibition; Potency, µM (series often up to 57.7 µM), without a hit: at the top dose activity change, negative = inhibition, actives largely listed as inhibitors; 100,000 tested, 0.25% active; Recombinant GPT2, coupled pyruvate oxidase/HRP Amplex Red fluorescence; Q8TD30; note: potency is the fitted concentration of half-maximal effect; nearly all actives have a fitted effect of over 60% in size; many of its hits are not listed in these tables
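GPT2 10ng/uL, a-KG 250uM, L-Ala 2mM, HEPES pH7.5 + 0.0001% Tween; 30 min RT. Then Amplex mix (PO/HRP/ThPP), 30 min RT dark, fluorescence. AOA 50uM used as positive control.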
IP6K1 inh – IP6K1 kinase inhibition; activity change, % (series mostly up to about 58 µM); AID 1645851; Q92551; 140,000 tested, 0.81% active; IP6K1 kinase, ADP-Glo luminescence, 2 h; active compounds read low; in the data active = activity change below about -25%
Target sequence (Q92551 whole entry, looked up): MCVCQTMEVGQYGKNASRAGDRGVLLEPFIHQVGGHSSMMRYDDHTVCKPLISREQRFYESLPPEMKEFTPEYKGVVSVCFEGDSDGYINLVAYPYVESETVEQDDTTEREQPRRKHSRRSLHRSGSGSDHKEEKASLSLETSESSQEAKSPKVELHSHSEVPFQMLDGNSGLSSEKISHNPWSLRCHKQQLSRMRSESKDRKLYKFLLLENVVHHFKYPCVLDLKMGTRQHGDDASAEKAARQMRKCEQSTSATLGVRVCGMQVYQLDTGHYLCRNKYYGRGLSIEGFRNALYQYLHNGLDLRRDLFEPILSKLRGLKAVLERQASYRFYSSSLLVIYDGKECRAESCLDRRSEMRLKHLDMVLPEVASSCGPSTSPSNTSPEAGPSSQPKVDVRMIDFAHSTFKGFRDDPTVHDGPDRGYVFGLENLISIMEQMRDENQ
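ADP-Glo luminescence measures ADP made by human IP6K1 during a 2 h RT reaction with ATP/IP6 (mix at 1.3 mM/130 uM); top library doses 57.5 and 19.1 uM final.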
SNCA viab count – counter-screen for SNCA expression inhibitors: cell viability; Potency, µM (titrated, usually from 57.1 µM), inactives show at the top dose activity change, negative = cytotoxicity, most hits filed as cytotoxic; AID 1671193; HEK-293-SNCA-luc viability, GF-AFC fluorescence, 24 h; 150,000 tested, 0.12% active;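 note: potency is the fitted concentration of half-maximal effect; 0% = DMSO-treated cells and -100% = medium-only wells without cells; nearly all actives have a fitted effect of over 30% in size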
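Cytotoxicity counterscreen: after 24 h compound treatment of genome-edited SNCA-luciferase HEK-293 cells, live-cell protease substrate GF-AFC read by fluorescence after 30 min; activity scaled between DMSO (0%) and medium-only (-100%), curves Hill-fitted.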
HEK293 tox – kills HEK 293 cells. 94,000 tested, 6.6% active. HEK 293 viability, ATP luminescence (CellTiter-Glo), 48-72 h. AID 1345083. Potency, µM (top dose mostly 115 µM), for inactives: at the top dose activity change, negative = cytotoxicity, actives largely listed as inhibitors; note: potency is the fitted concentration of half-maximal effect; nearly all actives have a fitted effect of over 60% in size
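Read-out: CellTiter-Glo ATP luminescence. Cells: HEK 293, 250 cells/well. Exposure: 48 or 72 hr, 37 degree Celsius.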
SNCA expr inh – reduces expression of the alpha-synuclein gene | HEK-293 SNCA-luciferase knock-in, luminescence, 24 h | Potency, µM (top dose mostly 57.2 µM), inactives show top-dose activity change, negative = inhibition, most hits filed as inhibitors | 140,000 tested, 0.17% active | AID 1671194;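 note: potency is the fitted concentration of half-maximal effect; plate controls were DMSO cells for no effect and cell-free wells for full effect; nearly all actives have a fitted effect of over 45% in size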
* marks the source's active call; other numbers are inactive results; i = inactive; u = inconclusive; x = no result given; [ ] = another dose, or the depositor's remark. Unless noted, calls come from the whole dose curve; as a rule, active = well fitted curve in the direction sought with a large enough effect; inconclusive = small, poorly fitted or top-dose-only effect, or another doubt; inactive = no such curve, though single readings can be large; an effect the other way counts as inactive or inconclusive. Unless noted, % is set by controls: 0 for no effect and ±100 for the full control effect.

structure	NIH3T3 tox	Luciferase inh	GPT2 inh	IP6K1 inh	SNCA viab count	HEK293 tox	SNCA expr inh
COc1ccc(-n2c(CCN)n[nH]c2=O)cc1OC	-10%	-1%	-5%	4	-5%	1%	3%
COc1ccc(-c2[nH]ncc2CN2CCCC(C(=O)NCc3ccccc3)CCNC(=O)CC2)cc1 (stereo not drawn)	i	9%	i	-3	-4%	-4%	-22%
Cc1ccc(CN2C(=O)C3(CCOCC3)CC2c2nnnn2C(C)(C)C)cc1 (stereo not drawn)	i	-3%	3%	5	4%	2%	-13%
COc1ccccc1[C@@H]1CN(C(=O)CCc2scnc2C)C[C@H]1C(=O)O	4%	8%	i	-2	-2%	-14%	-3%
CCOC(=O)c1ccc(NC(=O)c2c(OC)cc(=O)n3c2CCCC3)cc1	-13%	-5%	i	19	-2%	-2%	8%
CCc1noc(-c2cccn3c(CNC(=O)C(C)c4ccccc4)nnc23)n1 (stereo not drawn)	-13%	-7%	-26%	6	4%	-3%	-17%
O=C(CCc1cc(Cl)no1)N1CCCC(Cc2nncn2CC2CC2)C1 (stereo not drawn)	-25%	4%	i	-3	1%	-1%	11%
COc1ccccc1NC(=O)C1=C(C)Nc2nc(SCc3ccccc3F)nn2C1c1cccs1 (stereo not drawn)	x	x	x	29	4%	x	-10%
CCOCCCNC(=O)N1CCC(OC2CCN(S(C)(=O)=O)CC2)CC1	-6%	3%	5%	-6	-3%	9%	9%
C=C1C[C@]23C[C@H]1CC[C@H]2C1=C[C@H]2OC(=O)[C@@](C)([C@H]1[C@@H]3C(=O)O)[C@H]2O	x	x	i	-4	-3%	x	x
CCn1c(C)c(C2N3CC4(C)CN2CC(CC)(C3)C4=O)c2ccccc21 (stereo not drawn)	x	x	x	19	0%	x	-4%
COCCC1(NC(=O)c2cc(C)n(C)n2)CCN(C2CCOCC2)CC1	-9%	-9%	i	-15	-2%	4%	-5%
O=C(C1CCCN(S(=O)(=O)c2cccc3nonc23)C1)N1CCN(c2ccccc2F)CC1 (stereo not drawn)	x	x	x	-3	-1%	x	-4%
Cc1ccc(CN2CCc3oc(C)c(C(=O)N4CCSCC4)c3C2)cc1	-41%	-9%	1%	29	-9%	u	25%
CN1C[C@H](NS(C)(=O)=O)CCC[C@@H](C(=O)N(C)Cc2cccnc2)CC1=O	-2%[174 µM]	-6%[172 µM]	4%[88.5 µM]	6	5%[87.6 µM]	1%[172 µM]	5%[87.6 µM]
O=c1c(N2CCN(c3cccc(C(F)(F)F)c3)CC2)csc2ccc(Cl)cc12	x	x	x	-13	5%	x	74%[activator]
COc1ncc2cc(C(=O)Nc3cc(C(=O)NCc4cccc(Cl)c4)ccc3Cl)c(=O)[nH]c2n1	x	x	i	3	-11%	x	x
O=C(NC1CC1)C1CCN(c2nc3ncccc3o2)CC1	u	x	4%[88.5 µM]	10	1%[87.6 µM]	-26%[172 µM]	17%[87.6 µM]
COc1ncccc1-c1cccc(COc2ccc3c(cnn3CC[S+](C)(=O)[O-])c2)c1	u	16µM*	1%[88.5 µM]	-6	-18%[87.6 µM]	28µM*	27%[87.6 µM]
Cc1ccc(CCNC(=O)C2CCN(Cc3nc(-c4ccccc4C)oc3C)CC2)cc1	x	x	x	-1	u	x	-5%
COc1cc(OC)c(NC(=O)Cn2ccn3nc(-c4ccc(F)cc4)c(CO)c3c2=O)cc1Cl	2%	12%	i	5	-3%	7%	-15%
CCC(=O)Nc1sc2c(c1C(=O)Nc1ccc(OC)cc1)CCC(C(C)(C)C)C2 (stereo not drawn)	x	x	x	-6	-7%	x	u
O=C(COc1cccc2c(=O)[nH]ccc12)c1ccccc1	x	x	-1%	3	-3%	x	x
COCCN1CCC(N2CCN(S(=O)(=O)Cc3ccccc3Cl)CC2)C1=O (stereo not drawn)	-8%	-20%	-24%	11	6%	-1%	-1%
Cc1nn(C)c(C)c1C(=O)N[C@@H]1CN(S(C)(=O)=O)C[C@H]1CN(C)C	-9%	-1%	i	8	7%	-24%	-4%
CC[C@H]1CN(C(=O)C(C)(C)C)CC[C@H]1CC(=O)NCCSC	-14%[138 µM]	-2%[172 µM]	5%[88.5 µM]	23	10%[87.6 µM]	-11%[172 µM]	3%[87.6 µM]
CCOc1ccc(CNC(=O)Cn2nc(C)c3nn(-c4ccc(Cl)cc4)c(C)c3c2=O)cc1OC	x	x	x	24	-24%	x	6%
CCCCOc1ccc(C(=O)N(Cc2ccccc2)C2CCS(=O)(=O)C2)cc1 (stereo not drawn)	x	x	x	-6	-3%	x	6%
C=CCn1cc(CN2CCC(Oc3ccc4ccccc4c3)(C(=O)O)CC2)cn1	i	5%	4%	6	4%	i	-15%
Cc1cccc(C(=O)Nc2ccccc2C(=O)OCc2cc(=O)n3nc(C4CC4)sc3n2)c1	x	x	x	-12	-7%	x	32%[activator]
CCNC(=O)NC[C@H]1O[C@H](Cc2cc(-c3ccc(F)cc3)on2)CC[C@@H]1O	-27%[174 µM]	-18%[172 µM]	u	-8	2%[87.6 µM]	-8%[172 µM]	30%[87.6 µM]
O=C(COC(=O)c1cc(-c2ccccc2)nc2ccccc12)c1ccc(Br)cc1	x	x	x	-3	3%	x	4%
O=C(NCc1cccs1)c1cc(-c2cccnc2)c2nncn2n1	u	x	-12%	13	-1%	-5%	7%
C=CCNC(=O)N1CC[C@H]2CC(=O)N(Cc3cccnc3)CC[C@H]2C1	-23%[174 µM]	0%[172 µM]	-4%[88.5 µM]	9	5%[87.6 µM]	-12%[172 µM]	9%[87.6 µM]
COc1cccc(CSc2nc3n(n2)C(c2cccc(F)c2)C(C(=O)Nc2ccccc2C)=C(C)N3)c1 (stereo not drawn)	x	x	x	28	-8%	x	44%[activator]
O=C(Nc1ccccc1Cl)N1CCC(CN2CCCC2)CC1	x	x	x	16	-7%	x	12%
CCN(CC)S(=O)(=O)c1ccc(-c2csc(=Nc3cccc(C(F)(F)F)c3)n2Cc2ccc3c(c2)OCO3)cc1	x	x	x	-4	7%	x	-1%
CCC1Oc2ccc(NC(=O)COC)cc2CN(Cc2ccc(Cl)cc2)C1=O (stereo not drawn)	u	-3%	4%	-7	6%	u	-19%
CCCc1cc(C(=O)N2CCc3c(nc(-c4cccnc4)[nH]c3=O)C2)n[nH]1	-19%	u	u	26	-3%	-18%	-17%
CC(C)(C)OC(=O)N1CC(N2CCc3ccccc32)C1	u	x	-35%[88.5 µM]	6	-15%[87.6 µM]	-23%[172 µM]	33%[activator][87.6 µM]
NCC(=O)N1Cc2ccccc2CC2(CCN(CC3CCOCC3)C2)C1 (stereo not drawn)	2%	x	i	-8	-5%	-12%	0%
Cc1ccccc1NC(=O)c1ccc2c(O)c(S(=O)(=O)c3ccccc3)c(=O)[nH]c2c1	x	x	x	-11	4%	x	-20%
CNc1ccc(-c2noc([C@@H]3CCCN3Cc3cccnc3)n2)cn1	-20%[174 µM]	-6%[172 µM]	0%[88.5 µM]	7	-4%[87.6 µM]	-25%[172 µM]	22%[87.6 µM]
CN(C)C(=O)C1CCc2nnc(-c3ccc(Cl)nc3)n21 (stereo not drawn)	i	x	i	-6	-1%[87.6 µM]	i	1%[87.6 µM]
Cc1cnc(C2CC2)n1CCN	0%	-1%	-5%	15	2%	-5%	0%
CCOC(=O)c1c(C)[nH]c(CCC(=O)NCc2ccccc2C)c1C	x	x	x	17	4%	x	3%
C[C@H](C(=O)N1Cc2ccccc2CC2(CCN(C)C2)C1)c1ccccc1 (stereo partly drawn)	u	x	-23%	-1	1%	u	-13%
COC[C@@H]1CCCN1Cc1cc2ccc(C)cc2nc1-c1ccc(OC)cc1	u	u	i	-11	-13%	u	25%
CCCCNC(=O)C1CCCN(C2CCN(Cc3ccncc3)CC2)C1 (stereo not drawn)	-14%	-5%	i	0	-1%	-10%	-30%
CNC(=O)c1cn2c(n1)CN([S+](=O)([O-])c1cccc(C(F)(F)F)c1)CC2	-28%	x	u	10	-8%	-25%	-19%
CCOCCCNC(=O)c1ccc(-n2c(-c3ccccc3)cc3c2CCCC3)cc1	x	x	x	5	-27%	x	u
CC1CCN(C(=O)CN2C(=O)NC3(CCC(C)CC3)C2=O)CC1 (stereo not drawn)	-8%	-8%	i	3	16%	-16%	5%
Cc1ccc(NC(=O)C2CCCN(c3ncnc4c3nc3n4CCCCC3)C2)c(Br)c1 (stereo not drawn)	x	x	x	11	-11%	x	u
COc1ccc(CCNC(=O)CCCCn2c(=O)c3ccccc3n(Cc3cc(C)ccc3C)c2=O)cc1OC	x	x	x	8	-8%	x	29%
COC(=O)c1cc(C)nc2c1c(=O)nc(SCc1ccccc1Cl)n2C1CC1	x	x	x	27	11%	x	7%
CCCNC(=O)CC1CCCN(c2cn[nH]c(=O)c2)C1 (stereo not drawn)	-3%	-1%	i	-9	0%	1%	7%
COc1ccc(CC(=O)N2[C@@H](c3ccccc3)[C@@H](C(=O)O)C[C@]23CCCCN(C)C3=O)cc1	u	x	x	-1	x	-14%	x
Cc1ccccc1CNC(=O)c1ccc2nc(C(C)C)oc2c1	x	x	x	5	-1%	x	5%
COCCNC(=O)c1nc(-c2ccsc2)c2ccccn12	-18%[138 µM]	u	i	-5	8%[87.6 µM]	u	58%[activator][87.6 µM]
CCc1noc(-c2cccn3c(CNC(=O)c4ccc(Cl)cc4)nnc23)n1	-10%	2%	i	9	-4%	u	-16%

Some of the compounds tested (hit frequency here may not be typical).
